HSP90 refold inh = blocks HSP90-mediated luciferase refolding in reticulocyte lysate; Rabbit reticulocyte lysate, luciferase refolding luminescence, 3 h; inhibition, % at 5.6 µM; 290,000 tested, 0.91% active;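 active means inhibition above the screen-wide mean plus 3 SD, computed separately per campaign, cut at about 16% in these data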;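 further: 0% = DMSO wells and 100% = 60 µM geldanamycin wells; inhibitors lower the luminescence because luciferase stays unfolded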
AI-2 QS mod = modulates the Vibrio harveyi AI-2 quorum sensing system. activity change, % at 7.5 µM. 300,000 tested, 0.4% active. Vibrio harveyi JMH597 AI-2 luminescence/OD600 ratio, 9 h; stronger effect = lower value; strain lacks LuxN and CqsS sensors; 0 = neutral-control median. AID 2094; in the data active means activity change below about -75%, passing the limit was not always enough; inconclusive means no clear call, values can overlap the other calls;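 further: luminescence divided by OD600 gain over 9 h not by final OD600 alone; inactives centre near 13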
PolyA inh = blocks polyadenylation in yeast reporter cells; S. cerevisiae SKY197-pL101 polyadenylation reporter, beta-gal luminescence; efflux-impaired pdr1/pdr3 knockout yeast; score 100 = 6 SD above DMSO; calls only at 12 µM; 300,000 tested, 0.02% active; AID 1875;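 active means lowest replicate activity score at least 50, where 100 means six control SD above control mean; inconclusive means lowest score under 50 but half or more replicates reach 50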;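 further: yeast exposed to compound for 9 h at 30 °C; higher score means more reporter readthrough which indicates perturbed polyadenylation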
HSF1 inh = HSF1 inhibition; NIH3T3-HGL HSE-luciferase, MG132-induced, luminescence 8 h; stronger effect = lower value; AID 2098; 300,000 tested, 0.77% active; activity change, negative = inhibition, % at 7.5 µM (by protocol);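 active means more than half of replicate wells show activity change below -50%, luminescence cut by over half; inconclusive means some wells, but at most half, below -50%; inactive means no replicate well below -50%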;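 further: luciferase reports HSF-1 transcriptional activity via heat shock element; 0% = median of DMSO wells and -100% = zero luminescence signal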
GSK3B inh = human GSK3beta kinase inhibition; AID 2097; GST-GSK3beta kinase, ADP-Glo luminescence, 60 min; stronger effect = lower value; activity score (negative = inhibition), % at 10 µM; 300,000 tested, 0.038% active; P49841;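 active means more than half of replicate wells score below -50%, meaning over 50% inhibition versus plate controls; inconclusive means some replicates but at most half score below -50%; inactive means no replicate scores below -50%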;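 further: 0% = median DMSO wells and -100% = median GW8510 positive control wells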
Target sequence (P49841 whole entry, looked up): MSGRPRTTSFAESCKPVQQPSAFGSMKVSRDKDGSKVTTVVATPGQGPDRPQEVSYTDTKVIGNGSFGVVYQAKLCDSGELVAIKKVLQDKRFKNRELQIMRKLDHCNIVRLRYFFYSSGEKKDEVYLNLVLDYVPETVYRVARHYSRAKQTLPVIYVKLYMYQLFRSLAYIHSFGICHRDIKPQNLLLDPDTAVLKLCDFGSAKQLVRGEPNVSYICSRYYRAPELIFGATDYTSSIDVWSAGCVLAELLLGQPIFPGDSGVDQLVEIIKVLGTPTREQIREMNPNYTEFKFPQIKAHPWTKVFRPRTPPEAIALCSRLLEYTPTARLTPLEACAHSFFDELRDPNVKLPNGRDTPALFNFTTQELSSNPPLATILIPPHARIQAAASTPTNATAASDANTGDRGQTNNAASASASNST
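test system = GST-tagged human GSK3beta kinase, cell-free | reagent = 25 µM ATP with peptide substrate | dosing = one dose of 10 µM per compound | schedule = 60 min reaction, RT | detection = luminescent ADP-Glo measurement of ADP formed | control set = DMSO neutral wells and GW8510 at 20 µM as positive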
HSF1 activator = increases HSF-1 driven luciferase reporter signal; NIH3T3-HGL HSF-1 luciferase reporter, MG132, 8 h; 100% = twice DMSO control signal; activation, % at 9 µM; 300,000 tested, 1.7% active; AID 504408;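 active means mean replicate activation of at least 50% with a set share of replicates each reaching 50%; inconclusive means only one of those two conditions met; inactive means mean below 50% and too few replicates reaching it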;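 further: 0% = median of the neutral control wells and 100% = twice that signal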
Platelet DG rel = platelet dense granule release activity | human platelet-rich plasma, SFLLRN dense granule ATP release, luminescence | inhibition, %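 (compounds screened at 7.5 µM in platelet-rich plasma)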 | 300,000 tested, 0.22% active;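 active means mean replicate score, as percent of positive control, at or above 50; inconclusive means mean below 50 but at least one replicate at or above 50; inactive means mean and every replicate below 50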
DYRK1A inh = inhibitors of rat Dyrk1A kinase; inhibition, % at 12.5 µM; ADP-Glo luminescence, NFATc1 peptide; 310,000 tested, 0.43% active; Q63470; in the data active means inhibition above about 50%;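 further: plate controls were vehicle with enzyme for no effect and no enzyme for full effect; many of its hits are not listed in these tables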
GSK3 alpha inh = blocks human GSK-3 alpha kinase; 320,000 tested, 0.1% active; inhibition, % at 10 µM; ADP-Glo luminescence, 60 min; P49840; AID 2650;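 in the data active means inhibition above about 50%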;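 further: GST-tagged GSK-3 alpha with peptide substrate and 25 µM ATP; 0% = DMSO neutral wells and 100% = GW8510 positive control wells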
Target sequence (P49840 whole entry, looked up): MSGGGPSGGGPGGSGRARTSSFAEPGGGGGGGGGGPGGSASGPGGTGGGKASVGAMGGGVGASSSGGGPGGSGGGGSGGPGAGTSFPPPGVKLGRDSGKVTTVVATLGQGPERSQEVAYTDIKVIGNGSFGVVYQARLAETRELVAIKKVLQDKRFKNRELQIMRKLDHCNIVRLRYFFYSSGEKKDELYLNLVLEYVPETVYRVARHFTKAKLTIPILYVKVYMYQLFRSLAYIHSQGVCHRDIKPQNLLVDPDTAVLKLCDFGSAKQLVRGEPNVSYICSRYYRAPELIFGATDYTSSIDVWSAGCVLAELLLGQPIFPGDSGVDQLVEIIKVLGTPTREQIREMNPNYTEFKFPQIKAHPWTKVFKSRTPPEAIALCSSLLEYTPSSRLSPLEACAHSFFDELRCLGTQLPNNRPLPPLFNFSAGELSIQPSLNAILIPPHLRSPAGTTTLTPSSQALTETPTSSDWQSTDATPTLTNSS
HDAC3 inhib = inhibitors of human histone deacetylase 3; O15379; recombinant HDAC3, fluorogenic peptide/trypsin coupled, fluorescence; inhibition, % at 8.3 µM; 320,000 tested, 0.15% active; AID 2718; in the data active means inhibition above about 26%, passing the limit was not always enough; inconclusive means no clear call, values can overlap the other calls
Starred values were filed as active, the others as inactive; i = inactive; ? = inconclusive; . = no result given.

SMILES	HSP90 refold inh	AI-2 QS mod	PolyA inh	HSF1 inh	GSK3B inh	HSF1 activator	Platelet DG rel	DYRK1A inh	GSK3 alpha inh	HDAC3 inhib
O=C(O)CSCC(=O)N1CCN(c2cc(C(F)(F)F)nc3ccccc23)CC1	-2	26	i	0	1	-3	3	-1	4	1
O=C(COc1ccc(S(=O)(=O)NC2CCCCC2)cc1Cl)Nc1ccc2c(c1)OCO2	7	18	i	14	-3	?	-3	1	0	9
CCc1ccc(-n2c(=O)c3c(C)c(C)sc3n(CC(=O)NCC3CCCO3)c2=O)cc1 (centres undefined)	-5	-2	i	-2	3	8	2	-5	1	-7
Cc1ccccc1N1CCN(c2ncnc3c2cnn3Cc2ccc(Cl)cc2)CC1	-3	21	i	-1	-3	14	0	-2	.	-1
O=C(NCCCCc1ccccc1)C1CC(c2ccccc2C(F)(F)F)=NO1 (centres undefined)	.	21	i	8	2	1	-3	8	-3	1
Cc1nc(Cl)c2c(n1)NC(=O)CO2	7	35	i	-10	1	-15	-1	.	-4	-9
Cc1ccccc1OC(C)C(=O)Nc1ccc(S(=O)(=O)N2CCCC2)cc1 (centres undefined)	4	-64	i	-8	2	7	19	.	-1	7
CCCOc1ccc(/C(O)=C2/C(=O)C(=O)N(CCN(C)C)C2c2ccncc2)cc1 (centres undefined)	3	.	.	.	.	.	.	2	-2	8
O=C(CCN1C(=O)c2ccccc2C1=O)Nc1ccccc1C(F)(F)F	-2	23	i	-2	-1	-22	1	-2	-4	1
Cc1nc(C)c(-c2ccc(SCc3ccc(Cl)cc3)nn2)s1	7	2	i	11	-1	16	-4	3	.	12
Cc1cc(/C=N/NC(N)=S)c(C)n1-c1ccc(Cl)cc1	2	25	i	-6	1	-22	-7	-21	1	4
CCNc1nc(NCC)n2c(SCC(=O)Nc3ccccc3)nnc2n1	-4	21	i	-3	1	11	15	.	0	-9
Cc1cc(C)nc(SCC(=O)Nc2ncc(Cc3cccc(Cl)c3Cl)s2)n1	-2	29	i	3	3	-4	1	4	-1	2
Cc1cc(C)n2nc(S(=O)(=O)NCCc3ccccc3)nc2n1	-4	38	i	-9	-2	0	10	8	-1	-10
COc1cc(NC(=O)c2cc([N+](=O)[O-])ccc2NC(=O)CNC2CCCCC2)cc(OC)c1	2	27	i	8	-3	4	4	-1	18	5
O=C(Nc1nnc(SCc2ccc(F)cc2)s1)c1ccccn1	0	70	i	164	1	223*	0	2	.	.
O=C(CSc1nnc(CNC(=O)c2cccs2)o1)Nc1ccc2c(c1)OCO2	-2	34	i	-1	0	-2	-1	-8	1	-3
CN(CC(=O)Nc1cccc(F)c1)C(=O)CCCc1cccs1	-2	19	i	0	-4	19	-36	0	1	7
COc1ccc(OCc2nnc(SCC(=O)N(C)Cc3ccccc3)n2N)cc1	1	15	i	0	4	9	-11	-4	0	0
COc1ccc(OC)c(C2C(C(C)=O)=C(O)C(=O)N2CCN2CCOCC2)c1 (centres undefined)	3	24	i	-4	0	-24	4	3	-1	5
COc1ccc(/C=N\NC(=O)c2ccccc2Br)cc1COc1ccccc1	2	29	i	4	-2	-11	3	-5	1	12
COC(=O)c1ccc(NC(=O)CSc2n[nH]c(-c3ccncc3)n2)cc1	3	21	i	-4	-6	-25	-9	2	0	-9
Cc1coc2c1c(C)cc1oc(=O)c(CC(=O)NCCCCCC(=O)O)c(C)c12	-5	-9	i	-3	6	-10	3	-4	-2	-18
Cc1nn(-c2ccccc2)c(Cl)c1CN(C(=O)CCl)c1cccc2ccccc12	4	0	.	12	0	-7	15	1	-1	5
CCOc1ccc(N2CC(C(=O)Nc3ncccc3C)CC2=O)cc1 (centres undefined)	-3	14	i	-6	-4	-4	-1	4	1	-4
Cc1nc(Nc2nc(-c3ccccc3)cc(=O)[nH]2)nc2ccccc12	6	-2	i	-2	-1	5	17	4	-1	0
C=CCc1ccccc1OCC(CN1CCCCC1)OC(C)=O (centres undefined)	-2	24	i	-7	-1	-24	13	3	2	6
O=S(=O)(Cc1ccccc1)/C1=C(\N2CCOCC2)CCCCCC1	-3	8	i	-8	4	.	3	-9	-5	-12
Cn1cc(CN2CCCC(C(=O)c3nccn3C)C2)c(-c2cccc(Cl)c2)n1 (centres undefined)	-1	18	i	-2	3	0	3	-1	0	0
O=C(NCCCNC(=O)c1cc(Cl)ccc1Cl)c1ccccn1	2	-11	i	-5	2	23	-2	-4	-2	-4
CC(C)(C)n1nnnc1CN(Cc1cccnc1)Cc1ccccc1Cl	7	2	i	2	5	7	1	-1	1	8
CNCCc1ccccn1	1	5	i	-1	0	-1	-2	-2	.	.
COc1cccc(/C=N/NC(=O)CCn2c3ccccc3c3ccccc32)c1	0	21	i	-2	0	2	0	6	-4	-4
COC(=O)c1c(NC(=O)CN2CCN(C(=O)c3ccco3)CC2)c2cc(C)ccc2n1C	-2	18	i	-4	2	-4	0	2	0	-2
O=C(CNC(=O)c1ccco1)OCc1c(F)cccc1Cl	-2	8	i	10	0	17	6	.	2	-4
COc1ccccc1CN=c1c([N+](=O)[O-])nn(-c2ccc3c(c2)OCCO3)n1O	2	57	i	-2	1	3	4	4	-1	2
CN(Cc1ccccc1)C(=O)COC(=O)CCNC(=O)c1ccccc1Cl	-3	6	i	-1	0	0	-54	.	1	-14
Cc1c(C(=O)NC2CCCCC2)sc2ncnc(N3CCN(c4ccccc4)CC3)c12	-4	10	i	-5	1	-7	4	0	-1	-7
O=C(COC(=O)c1cc(-c2cccc3ccccc23)nc2ccccc12)NC1CCS(=O)(=O)C1 (centres undefined)	2	12	i	1	1	1	-12	3	0	4
COc1ccccc1C(=O)Nc1ccc(S(=O)(=O)Nc2onc(C)c2C)cc1	-6	22	i	2	2	-11	0	.	-7	6
CC1CCN(c2ccc(C(=O)NCc3ccc4c(c3)OCO4)cc2[N+](=O)[O-])CC1	3	18	i	7	0	8	3	1	-3	-7
CN(CC(=O)NCc1ccc(F)cc1)S(=O)(=O)c1ccc2c(c1)n(C)c(=O)c(=O)n2C	-1	7	i	-6	-1	-17	-3	1	-1	7
N#Cc1cc(-c2ccccc2)cnc1Cl	0	9	i	0	-4	4	-4	-1	-2	-2
CCOc1cc(N2CCOCC2)c(OCC)cc1NC(=O)CN1C(=O)C2C3C=CC(C3)C2C1=O (centres undefined)	0	-5	i	-3	1	12	1	5	5	1
CC1CCN(C(=O)c2ccc3c(c2)NC(=O)/C(=C/c2ccccc2)S3)CC1	1	21	i	7	2	2	-5	1	1	3
O=C(O)CCN(Cc1ccccc1)S(=O)(=O)c1ccccc1Cl	1	26	i	1	1	0	-26	.	.	.
Cc1cc(C)nc(NS(=O)(=O)c2ccc(NC(=O)COc3ccccc3)cc2)n1	-7	-1	i	-7	1	9	-1	0	-3	4
O=C(Nc1ccccc1Cl)c1ccc([N+](=O)[O-])o1	-1	-1	i	42	2	?	-3	0	-1	8
O=C(CN1CCc2ccccc2C1)Nc1ccc(F)cc1F	1	-5	i	-2	2	-1	1	6	-4	1
COc1ccc(N(CC(=O)Nc2cc(Cl)ccc2C)S(=O)(=O)c2c(C)noc2C)cc1	-5	19	i	8	4	13	17	-1	2	-12
COc1ccc(CC(=O)Nc2ccc(S(=O)(=O)Nc3ncccn3)cc2)cc1OC	2	-4	i	-5	-2	-18	-4	-7	0	0
Cc1ccc(N(CC(=O)NCC2CCCO2)C(=O)CCC(=O)Nc2nccs2)cc1 (centres undefined)	2	27	i	-3	-2	17	-2	5	2	1
O=C(CCSc1ccc(F)cc1)Nc1ccc(-n2cnnn2)cc1	0	-42	i	5	-1	11	-2	-8	-2	-4
COc1ccc(-c2nc(C(N)=O)c3[nH]c(=O)n(-c4cccc(Cl)c4)c3n2)cc1OC	1	26	i	-6	5	-3	1	1	.	.
Cc1nnc(SCC(=O)Nc2nnc(-c3ccccc3)o2)s1	.	-3	i	-3	1	6	8	12	-1	4
C/C(=C\[C@@H](NP(=O)(c1ccccc1)c1ccccc1)c1ccccc1)CO[Si](c1ccccc1)(c1ccccc1)C(C)(C)C	.	17	i	-7	-3	2	1	2	.	-1
CC(=O)c1sc(-c2ccccn2)nc1C	4	30	i	-4	-1	15	1	.	-3	-4
Cc1cc(N2CC(C)OC(C)C2)nc2ccccc12 (centres undefined)	3	16	i	-3	0	-1	6	2	1	-6
S=C(NCCc1ccccn1)Nc1ccc(Cl)cc1	3	0	i	25	-3	21	7	0	-3	-2
CCCCn1ccnc1C(=O)c1cccc(S(=O)(=O)N2CC(C)CC(C)C2)c1 (centres undefined)	-2	20	i	2	3	19	-4	3	.	.

(further entries)
SMILES	HSP90 refold inh	AI-2 QS mod	PolyA inh	HSF1 inh	GSK3B inh	HSF1 activator	Platelet DG rel	DYRK1A inh	GSK3 alpha inh	HDAC3 inhib
Cc1sc(NC(=O)c2ccco2)c(C(c2cccnc2)N2CCN(CCO)CC2)c1C (centres undefined)	-3	5	i	1	-1	-3	-6	1	0	5
Cc1ccc(NC(=O)C(C)Sc2nnc(-c3cccnc3)o2)cc1 (centres undefined)	5	-21	i	-4	2	8	-1	0	-1	-6
O=C1CC2(CCN(C(=O)c3ccccc3Cl)CC2)Oc2ccccc21	.	14	i	-13	3	-10	1	-6	-2	-1
CC(OC(=O)CCN1C(=O)c2cccc([N+](=O)[O-])c2C1=O)C(=O)Nc1cc(Cl)cc(Cl)c1 (centres undefined)	0	15	i	5	2	-2	-4	-3	-1	4
CNC(=O)CN(c1cc(C)ccc1C)S(C)(=O)=O	-3	26	i	-2	1	3	2	1	1	-7
O=C(O)c1ccc(-n2cncn2)c([N+](=O)[O-])c1	-3	11	i	0	3	0	8	10	1	0
CCC(C(=O)NC1CCCCC1)n1c(SCc2cccc(F)c2)nc2ccncc21 (centres undefined)	7	18	i	-4	0	-21	9	5	0	8
Cc1cccc(N2C(=O)CC(N3CCN(c4ccccn4)CC3)C2=O)c1 (centres undefined)	0	7	i	-2	2	0	8	0	1	-1
C/C(=N\NC(=O)c1ccc(O)cc1O)c1cccnc1	-2	12	i	1	-5	-13	9	-4	1	2
O=C(NCCc1ccccc1)c1ccc(CS(=O)Cc2ccc(Cl)cc2)o1 (centres undefined)	1	26	i	6	0	16	-2	0	1	-2
CC(C)(c1ccccc1)c1ccc(OCC(O)CN2CCCC2)cc1 (centres undefined)	2	3	i	-2	-1	-24	-2	-1	-3	-2
Nc1nonc1C(=O)N/N=C/c1ccncc1	1	-7	i	.	2	.	5	-5	0	7
COc1ccc2nc(C)cc(SCC(=O)Nc3c(C)cccc3C)c2c1	-2	16	i	-5	5	19	-12	-1	-14	-2
N#C/C(=C\c1cccs1)C(=O)c1ccccc1Cl	-1	-2	i	21	3	45	4	.	1	8

Some of the compounds tested, so the mix of outcomes need not match the whole.
